Bioassay records: PubChem, National Center for Advancing Translational Sciences (NCATS)
Pf growth 48h = inhibits P. falciparum growth in the first generation, 48 h. 310,000 compounds, 5.9% hits. Potency, µM (top dose mostly 28.7 µM), inactives show top-dose activity change, negative = inhibition, hits mostly inhibitors. P. falciparum luciferase growth in erythrocytes, 48 h; further: potency means the concentration at half of the fitted maximal effect; on the % scale 0 is the no-effect control and ±100 the full control effect
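Growth was read as firefly luciferase luminescence after a 48 h, 37 C, 5% CO2 exposure of compounds to reporter-bearing P. falciparum cultures (0.1% parasitemia, 2% hematocrit final) in Albumax-supplemented RPMI 1640.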
AmpC inh no detg = AmpC beta-lactamase inhibition without detergent. AID 485341. 330,000 compounds, 0.52% hits. Potency, µM (series often up to 57.1 µM), for inactives: at the top dose activity change, negative = inhibition, usual class: inhibitors. AmpC nitrocefin hydrolysis, absorbance 480 nm, 0.0001% Triton;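 further: potency means the concentration at half of the fitted maximal effect; plate controls were no compound for no effect and no enzyme for full effect; nearly all actives have a fitted effect of over 20% in size; some results filed as inactive show a strong effect at the top dose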
Target sequence (P00811 whole entry, looked up): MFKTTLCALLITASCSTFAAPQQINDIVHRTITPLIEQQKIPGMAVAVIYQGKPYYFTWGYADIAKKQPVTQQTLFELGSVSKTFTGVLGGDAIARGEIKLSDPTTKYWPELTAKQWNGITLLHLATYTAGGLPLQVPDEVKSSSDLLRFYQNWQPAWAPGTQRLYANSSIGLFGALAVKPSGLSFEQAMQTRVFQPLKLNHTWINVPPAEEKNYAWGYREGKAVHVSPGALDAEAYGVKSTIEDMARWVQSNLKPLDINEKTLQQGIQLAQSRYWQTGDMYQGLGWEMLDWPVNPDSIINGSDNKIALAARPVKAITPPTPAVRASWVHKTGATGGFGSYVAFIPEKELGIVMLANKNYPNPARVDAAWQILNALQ
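20 mM phosphate pH 7.0 + 0.01% (detergent screen) or 0.0001% Triton X-100; 5.3 nM AmpC reagent; cpd preinc 15 min RT; nitrocefin (800 uM stock) to start; A480 q20 s × 4 min; Activity was normalised to no-enzyme and no-compound control wells.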
Cycloheximide cs = counter-screen hit for Shiga toxin inhibitors, cycloheximide; 300,000 compounds, 12% hits; max response, %; cell reporter, cycloheximide protein synthesis inhibition counterscreen; in the data active means max response mostly above about 13%, no sharp cut-off; inactive means mostly below about 14%; further: read at 38.3 µM for the half of the compounds with a filed dose; 0% is about no effect
LmPK inh = LmPK (Leishmania mexicana) enzyme inhibition; Q27686; purified LmPK, Kinase-Glo ATP luminescence, 1 h; Potency, µM (highest dose often 57.5 µM), without a hit: at the top dose activity change, negative = inhibition, actives largely listed as inhibitors; 290,000 compounds, 0.37% hits; AID 1721; further: potency means the concentration at half of the fitted maximal effect; on the % scale 0 is the no-effect control and ±100 the full control effect
Target sequence (Q27686 whole entry, looked up): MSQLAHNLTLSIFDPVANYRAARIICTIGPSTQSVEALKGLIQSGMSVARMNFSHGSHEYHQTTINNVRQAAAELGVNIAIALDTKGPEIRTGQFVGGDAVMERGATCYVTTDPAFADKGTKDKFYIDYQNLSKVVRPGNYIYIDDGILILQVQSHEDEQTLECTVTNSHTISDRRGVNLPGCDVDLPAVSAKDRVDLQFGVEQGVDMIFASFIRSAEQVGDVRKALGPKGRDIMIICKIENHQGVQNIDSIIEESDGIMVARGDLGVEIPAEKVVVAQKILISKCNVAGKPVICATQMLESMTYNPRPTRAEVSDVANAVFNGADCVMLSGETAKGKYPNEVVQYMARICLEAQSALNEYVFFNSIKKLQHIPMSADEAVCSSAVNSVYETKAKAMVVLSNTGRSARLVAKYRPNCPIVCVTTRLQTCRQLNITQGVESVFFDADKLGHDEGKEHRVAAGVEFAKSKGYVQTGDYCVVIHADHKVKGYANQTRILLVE
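0.1 nM LmPK, 0.5 mM PEP, 0.1 mM ADP; 50 mM imidazole pH 7.2, 7 mM MgCl2, 50 mM KCl; 1 h RT. Kinase-Glo luminescence readout, normalized to no-enzyme (full inhibition) and uninhibited wells.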
Shiga inhibitor = Shiga toxin inhibition; Vero cells, Shiga toxin protein synthesis inhibition reporter; inhibition, % at 38.7 µM; 290,000 compounds, 9.2% hits; AID 2315; in the data active means inhibition mostly above about 28%, no sharp cut-off; inactive means mostly below about 43%; further: 0% is about no effect
Pf growth 96h = inhibits malaria parasite growth, 96 h; P. falciparum luciferase reporter growth, 96 h; 320,000 compounds, 6.9% hits; AID 504834; Potency, µM (series often up to 28.7 µM), without a hit: at the highest dose activity change, negative = inhibition, usual class: inhibitors; further: potency means the concentration at half of the fitted maximal effect; on the % scale 0 is the no-effect control and ±100 the full control effect
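Parasite growth measured via integrated firefly luciferase reporter in P. falciparum. Infected erythrocytes at 2% hematocrit, 0.05% parasitemia final were treated 96 hours at 37 C under 5% CO2, and luminescence was read.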
TbPYK inhibitor = inhibitors of Trypanosoma brucei pyruvate kinase; 410,000 compounds, 0.12% hits; TbPYK enzyme, Kinase-Glo Plus ATP luminescence, 45 min; Q57TT1; Potency, µM (highest dose often 76.8 µM), inactives show at the top dose activity, negative = inhibition, usual class: inhibitors; further: potency means the concentration at half of the fitted maximal effect; on the % scale 0 is the no-effect control and ±100 the full control effect; nearly all actives have a fitted effect of over 50% in size
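Glycolytic pyruvate kinase of T. brucei was incubated with substrate, test compound and 130 uM ADP for 45 minutes at room temperature. Luminescent Kinase-Glo Plus signal was measured after 10 minutes.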
* hit, by the source's call; u = inconclusive; x = not tested or not shown; [ ] = dose if it differs, or a comment. Unless noted, the call rests on the fitted dose curve; in most records, active means well fitted curve in the direction sought with a large enough effect; inconclusive means small, poorly fitted or top-dose-only effect, or another doubt; inactive means no such curve, though single readings can be large; an effect the other way counts as inactive or inconclusive.

SMILES	Pf growth 48h	AmpC inh no detg	Cycloheximide cs	LmPK inh	Shiga inhibitor	Pf growth 96h	TbPYK inhibitor
CSCCC1NC(=O)N(CC(=O)N2N=C(c3ccc(Cl)cc3)CC2c2ccco2)C1=O (stereo not drawn)	21%	106%[activator]	10	-6%	0	10%	1%
O=C(CN1CCN(Cc2ccc(Cl)cc2)C1=O)N1CCC2(CC1)OCCO2	x	3%	-4	2%	-16	-3%	4%
COc1ccc2[nH]c3c(=O)n(CCN4CCOCC4)cnc3c2c1	24%	-7%	10	-5%	13	28%	-7%
CCc1cccc(NC(=O)CSc2nc3ccccc3nc2N2CCCCC2)c1	x	x	17	x	14	x	2%
Cc1c(CCC(=O)O)c(=O)oc2c(C)c(OCc3cc4c(cc3Cl)OCO4)ccc12	8%	-24%	-2	0%	-6	12%	1%
CCCC(C(=O)NC1CCCC1)N(Cc1ccccc1Cl)C(=O)c1snc(C(N)=O)c1N (stereo not drawn)	u	-30%	-3	2%	-6	-11%	3%
Cc1ccc(N2CC(C(=O)Nc3c4c(nn3C(C)(C)C)CS(=O)(=O)C4)CC2=O)cc1C (stereo not drawn)	-25%	44%	8	7%	-9	u	-7%
CC(=O)N1c2ccc(S(=O)(=O)NCC3CCC(C(=O)NCc4ccc(C)o4)CC3)cc2CC1C (stereo not drawn)	u	42%	21	0%	-5	-15%	-1%
CCn1cc(C(=O)NC(C)CCc2ccccc2)c(=O)c2cc(S(=O)(=O)N(C)C)ccc21 (stereo not drawn)	6.6µM*	149%[activator]	-8	0%	-12	43%[activator]	-3%
CCOc1cc(-c2c(C)c(C)nc(N)c2C#N)ccc1O	-30%	-21%	-1	-5%	-4	17%	-1%
CC(C)OC(=O)CSc1nc(N)c(C#N)c(-c2ccco2)c1C#N	u	-18%	-3	2%	18	u	-6%
CN(C)CCCN=Cc1c(-c2ccccc2)[nH]n(-c2nc3ccccc3s2)c1=O	13%	-33%	-2	8%	37	u	-1%
O=C(CN(C1CCCCC1)S(=O)(=O)c1ccc(Cl)cc1)NCc1cccnc1	u	51%	-2	3%	-7	-3%	-1%
NC(=O)c1ccc(NC(=O)COC(=O)c2n[nH]c3ccccc23)cc1	22%	-23%	x	x	x	24%	2%
CC#CCCCC(=O)Nc1cc(OC)nc(OC)n1	36%	-15%	-1	-4%	6	x	-11%
Cc1cc(C)c2c(=O)n(CC(=O)NC3CCCC3)sc2n1	-20%	-28%	10	-5%	-7	6%	10µM*
Cc1ccccc1S(=O)(=O)Cc1ccc(C(=O)N(C)C2CCCCC2)o1	0%	41%	6	-2%	9	u	-14%
O=C1SC(c2ccccc2)=N/C1=C/c1ccco1	1%	-24%	-4	0%	26	-16%	-2%
CC(C)N1C(=O)CCC1C(=O)N1CCC2(CC1)OCCO2 (stereo not drawn)	-1%	-2%	-4	1%	-22	0%	-1%
O=C(c1ccc(F)cc1F)N(Cc1ccccn1)Cc1ccco1	2%	15%	11	-4%	40	30%[activator]	-19%
COc1cc(-c2nnc3n2CCCCC3)cc(OC)c1OC	1%	-5%	-5	2%	-4	23%	-11%
O=C(Nc1ccccc1C(=O)NCCCN1CCOCC1)c1ccc(F)cc1F	-17%	-16%	15	-6%	1	-3%	-7%
CC(=O)Nc1ccc(CCc2nc3ccccc3[nH]2)cc1	45%[activator]	-14%	3	0%	14	u	-4%
COc1ccc(C(=O)NCc2nnc(SCC(=O)Nc3nnc(C)s3)o2)cc1OC	2%	7%	1	1%	-9	37%	-13%

The closing 2 compounds of the part above come first, to join the parts:
SMILES	Pf growth 48h	AmpC inh no detg	Cycloheximide cs	LmPK inh	Shiga inhibitor	Pf growth 96h	TbPYK inhibitor
CC(=O)Nc1ccc(CCc2nc3ccccc3[nH]2)cc1	45%[activator]	-14%	3	0%	14	u	-4%
COc1ccc(C(=O)NCc2nnc(SCC(=O)Nc3nnc(C)s3)o2)cc1OC	2%	7%	1	1%	-9	37%	-13%
CC(NC(=O)CNC(=O)c1sc2ccccc2c1Cl)c1ccc(S(N)(=O)=O)cc1 (stereo not drawn)	0%	u	x	x	x	47%[activator]	2%
O=C(CN1CCC(O)(c2ccccc2)CC1)Nc1ccc2c(c1)OCCO2	9%	-25%[11.4 µM]	15	-2%	15	23%	6%
CCCCc1cc(=O)oc2cc(OCC(=O)NCC3CCC(C(=O)O)CC3)ccc12 (stereo not drawn)	-3%	-17%	-1	4%	-1	u	4%
CCCNC(=O)c1cc2cc([N+](=O)[O-])ccc2s1	17%	-7%	1	0%	-4	27%	-12%
O=[N+]([O-])c1ccc(NC(=S)N2CCN(c3ccc(F)cc3)CC2)cc1	5%	-15%	-5	3%	-20	32%[activator]	2%
COc1ccc(OC)c(CN2CCCC(C(=O)c3sccc3C)C2)c1 (stereo not drawn)	u	9%	-2	5%	-8	u	0%
COc1ccc(C(=O)O)cc1NC(=S)NC(=O)CSc1ccc(Cl)cc1	23%	-50%	-2	6%	-17	15%	-7%
Cc1ccc2nc(N3C(=O)C(O)=C(C(=O)c4ccc(C)o4)C3c3ccco3)sc2c1 (stereo not drawn)	52%[activator]	-47%	x	x	x	6.7µM*	0%
CCOc1ccc2[nH]cc(C(=O)O)c(=O)c2c1	8%	-23%	1	6%	11	x	3%
O=C(NCC1CCCO1)c1nn2c(C(F)(F)F)cc(-c3cccs3)nc2c1Cl (stereo not drawn)	8%	13%	4	-2%	-8	39%[activator]	3%
COc1ccccc1CNC(=O)COC(=O)c1cc(C)oc1C	-5%	-3%	-2	1%	-14	-1%	2%
Cc1cc(=O)n(Cc2ccccc2)c2ccccc12	-13%	-12%	-2	3%	-7	21%	-6%

Single records, from the list above. Order of values: Pf growth 48h | AmpC inh no detg | Cycloheximide cs | LmPK inh | Shiga inhibitor | Pf growth 96h | TbPYK inhibitor
O=C(CN1CCC(O)(c2ccccc2)CC1)Nc1ccc2c(c1)OCCO2 as listed: 9% | -25%[11.4 µM] | 15 | -2% | 15 | 23% | 6%
O=C(NCC1CCCO1)c1nn2c(C(F)(F)F)cc(-c3cccs3)nc2c1Cl (stereo not drawn) as listed: 8% | 13% | 4 | -2% | -8 | 39%[activator] | 3%
COc1ccccc1CNC(=O)COC(=O)c1cc(C)oc1C as listed: -5% | -3% | -2 | 1% | -14 | -1% | 2%

Next part:
SMILES	Pf growth 48h	AmpC inh no detg	Cycloheximide cs	LmPK inh	Shiga inhibitor	Pf growth 96h	TbPYK inhibitor
COc1ccccc1N1C(=O)CC(N2CCN(c3ccc(F)cc3)CC2)C1=O (stereo not drawn)	-18%	28%	0	-1%	12	16%	1%
CN(CCOc1ccccc1)CC(=O)Nc1cccc(C#N)c1	26%	2%	0	6%	-9	21%	8%
O=[N+]([O-])c1ccc(OCC(O)CNC2CCCC2)cc1 (stereo not drawn)	47%[activator]	-9%	-2	-1%	-9	20%	4%
COc1cccc(CNC(=O)CSc2nnc3c(n2)[nH]c2ccccc23)c1	18%	-10%	-2	3%	-8	55%[activator]	2%
c1ccc2oc(Cc3ccc(Cc4nc5ccccc5o4)cc3)nc2c1	-26%	-23%	-3	1%	14	13µM*	0%
COc1ccc(OC)c(/C=C2\SC(=S)N(N3CCOCC3)C2=O)c1	-2%	-9%	-3	4%	-3	-4%	4%
S=c1[nH]nc(-c2ccccc2)n1/N=C/C=C/c1ccco1	15%	-56%	-5	-1%	-8	48%[activator]	u
NC(=O)SCC(=O)Nc1ccc(Cl)c(Cl)c1	u	-37%	10	5%	7	21%	-9%
CN1CCN(/C=N/c2c(C#N)cnn2Cc2ccccc2)CC1	-13%	8%	8	-4%	-29	u	4%
CCN(CC)CCn1c(=S)[nH]c2ccc(Cl)cc2c1=O	12µM*	0%	8	0%	-9	-1%	1%
COc1ccc(OC)c(-c2cc(C(=O)N/N=C(\C)c3cccnc3)c3ccccc3n2)c1	1.5µM*	-4%	1	7%	-8	-103%	10%
O=C(CSc1ccc(-c2nc3ccccc3[nH]2)cn1)Nc1ccc2c(c1)OCCO2	35%[activator]	0.56µM*	18*	-2%	16	-25%	6%
O=C(CSc1nnc(CCc2ccccc2)n1-c1ccc(Cl)cc1)c1ccccc1	-2%	41%	-7	-8%	-9	u	u
COc1ccc(/C=C/C(=O)OCC(=O)c2ccc3c(c2)NC(=O)CO3)cc1	9%	-22%	-3	-1%	-5	15%	-1%
COc1ccccc1-n1c(-c2ccc(F)cc2)coc1=O	-11%	-10%	-3	1%	-2	u	0%
Cc1cc(C)c(C)c(S(=O)(=O)NCCCn2ccnc2)c1C	u	-1%	-5	-2%	x	6.6µM*	-17%
COC1=CC(=O)OC(/C=C/c2ccccc2)C1 (stereo not drawn)	46%[activator]	-22%	23*	-3%	47*	38%[activator]	-5%
CC(C)Cn1c(CN2C(=O)c3ccccc3C2=O)nc2ccccc2c1=O	21%	-27%	-6	-1%	-8	12%	-6%
CC(=O)c1ccc(NC(=O)C2(c3ccccc3)CC2(Cl)Cl)cc1 (stereo not drawn)	u	-16%	40*	0%	88*	u	0%
Cc1onc(-c2c(F)cccc2Cl)c1C(=O)ONC(=O)c1ccco1	6%	-11%	-3	7%	-7	8%	1%
O=C(COC(=O)COc1ccc(Cl)cc1)NC1CCCCCC1	6%	-8%	x	x	x	31%[activator]	-1%
COc1ccc(C(=O)N/N=C/c2ccc(OC)c(OS(=O)(=O)c3ccccc3)c2)cc1	u	-43%	5	0%	7	u	-7%
CCn1cc(C(=O)O)c(=O)c2cnc(N3CCN(C(=S)NC(=O)c4ccc(Br)cc4)CC3)nc21	2%	-2%	-2	u	15	u	-12%
O=[N+]([O-])c1cc(Br)c(O)c(/C=N/Nc2nc3ccccc3s2)c1	u	-36%	26	9%	30	0%	-5%
Cc1cc(CNC(=O)CC2C(=O)NCCN2Cc2ccccc2C(F)(F)F)on1 (stereo not drawn)	u	21%	2	16%	-4	-3%	-1%
Cc1ccc(NNC(=O)c2c(F)cccc2Cl)cc1Cl	39%[activator]	-29%	-3	5%	-6	35%[activator]	-1%
Cc1noc(C)c1CSCC(=O)Oc1ccc(N(C)S(=O)(=O)c2ccc(Cl)cc2)cc1	-4%	-21%	x	x	x	23%	-7%
O=C(Nc1cccc(S(=O)(=O)N2CCCCCC2)c1)c1ccc2c(c1)OCO2	9%	-32%	3	4%	-13	20%	16%
CC(=O)c1cccc(NC(=O)c2ccccc2N(Cc2ccccc2)S(C)(=O)=O)c1	7%	5%	-3	7%	-5	-12%	1%
CCN(CC)CCNC(=O)c1ccc(CS(=O)(=O)c2ccccc2C)o1	-14%[0.00184 µM]	-9%	-4	0%	-6	27%	5%
COc1ccc(S(=O)(=O)N2CCCCCC2)cc1C(=O)N(C)CC(=O)Nc1ccccc1C(F)(F)F	u	125%[activator]	x	x	x	u	1%
O=c1[nH]c2ccccc2n2c(-c3ccccc3)nnc12	-10%	-41%	-2	3.2µM*	-17	x	2.8µM*
CCOC(=O)c1cccc(NC(=O)c2cccnc2)c1	13%	-6%	11	-5%	15	106%[activator]	1%
COc1cc(C(=O)Nc2cc(C)nn2-c2ccccc2)cc(OC)c1OC	u	-2%	-2	8%	-4	-20%	7%
CCOc1ccccc1NC(=O)c1cccc(NC2=NC3CS(=O)(=O)CC3S2)c1 (stereo not drawn)	u	1%	-3	-2%	-2	3%	4%

No enrichment for hits. About 22% of those tested had a hit in this group.
